Source: PubChem BioAssay
PGC1a acetyl inh – PGC1a acetylation modulation, inhibitor mode; U2OS PGC1a acetylation, AlphaScreen anti-acetyl-lysine; with virally co-expressed GCN5 acetyltransferase; inhibition, % at 15.6 µM; hit rate 0.17% among 350,000;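 active means every replicate shows inhibition of at least 40%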;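 further: 0% = neutral control wells and 100% = positive control wells; some results beyond the cut were filed as inactive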
PglD inh – PglD (C. jejuni) enzyme inhibition | purified PglD enzyme, DTNB colorimetric CoA detection | inhibition, % at 12.5 µM | hit rate 0.098% among 360,000; in the data active means inhibition above about 16%, passing the limit was not always enough; further: strong numbers were not always called active
Cneo AK release – Cryptococcus neoformans lysis via adenylate kinase release; hit rate 0.2% among 360,000; AID 651654; C. neoformans lysis, adenylate kinase release luminescence, 4 h; normalised: neutral wells 0, clomiphene wells 100; lysis activity, % at 15 µM;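 active means mean lysis activity across replicates of at least 80%, whatever share of replicates individually reach that level; inactive means mean lysis activity below 80%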
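Test system: log-phase Cryptococcus neoformans yeast cells; Quantity: yeast cell density of 5 × 10^6 cells/mL; Buffer or medium: YPD; Doses: single compound concentration per well; Timing: 4 h at 37 °C static, read 1 h later; Measured by: AK luminescence; Read-out basis: lysis from increased AK signal; Control set: Clomiphene as positive control.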
GSIS activator – GLuc luminescence reporter in INS-1E cells, primary screen for activators of glucose-dependent secretion of insulin; INS-1E GLuc reporter insulin secretion, 2-3 h; AID 743287; hit rate 0.61% among 370,000; activation, % at 16.6 µM;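 active means lowest replicate activation of at least 40%, so every replicate reaches that level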;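 further: 0% = median of neutral control wells and 100% = median of IBMX positive control wells; some compounds called inactive have numbers as strong as hits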
F508del corr – CFTR F508del correction in bronchial cells | CFBE cells, YFP halide quenching; stimulated with forskolin plus potentiator P3; % fluorescence drop versus neutral controls | activity (quench increase), % at 7.58 µM | hit rate 0.36% among 350,000 | AID 720511;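 active means mean added fluorescence quench of at least 8% versus neutral control, with both replicates also reaching 8%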;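 further: cells transiently co-express mutant CFTR-F508del with the halide-sensitive YFP; corrector assay measuring rescue of mutant channel to the surface after 24 h compound exposure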
C2C12 statin – protects C2C12 myotubes from simvastatin toxicity; ATP luminescence, 48 h; scaled: DMSO 0, geranylgeraniol control 100; hit rate 0.78% among 330,000; rescue of ATP level, % at 7.49 µM;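 active means mean ATP rescue above about 67%, or every replicate alone reaching that limit, limit read from the data, passing the limit was not always enough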;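 further: myotubes were challenged with 10 µM simvastatin during compound exposure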
FN deposition inh – fibronectin deposition inhibition; hit rate 0.086% among 350,000; AID 743247; AH1F fibroblasts, Alexa488-fibronectin deposition fluorescence, overnight; inhibition, % at 12.6 µM;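 active means mean inhibition across replicates of 30% or more, regardless of how many single replicates reach that level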;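 further: positive control wells lacked labelled fibronectin entirely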
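Assay system: AH1F fibroblasts / Quantity: 10000 cells per well / Medium: DMEM plus 2% serum, read in PBS / Reagent: labelled fibronectin 24 nM / Dosing: single dose, pinned / Times: 1 h cell attachment, overnight exposure to compound and label / Signal: fluorescence, ex 485 nm, em 525 nm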
miR122 inh – inhibitors of miR-122 in Huh7 cells; Huh7 miR-122 Renilla luciferase sensor, 48 h; neutral wells = 0, positive control = 100; activation (reporter increase), % at 12.5 µM; hit rate 0.3% among 340,000;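 active means mean replicate activation score at least 90 and every replicate individually at or above 90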;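 further: higher luciferase means less miR-122 activity so hits act as miR-122 inhibitors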
* hit, by the source's call; · = no result given; [ ] = dose if it differs, or a comment.

1	CCN(CC)CCCN=Cc1c(O)n(Cc2ccccc2)c(=O)c2ccccc12
2	O=C(Nc1ccc(F)cc1)N1C[C@H]2[C@@H](c3ccccc31)[C@@H](CO)N2C(=O)c1ccccn1
3	CC(C)Cc1nnc(NC(=O)C2CCN(C(=O)c3ccc(F)cc3)CC2)s1
4	COc1cccc(C(=O)NC2(C(F)(F)F)N=C3SCCN3C2=O)c1 (stereo not drawn)
5	CC(=O)N1CCN(c2ccccc2NC(=O)c2ccco2)CC1
entry no.	1	2	3	4	5
PGC1a acetyl inh	-2	-5	·	·	·
PglD inh	-5	0	-4	8	2
Cneo AK release	1	4	0	7	-1
GSIS activator	10	11	-3	·	14
F508del corr	·	1.5	1.4	·	-0.2
C2C12 statin	-4	10	7	·	3
FN deposition inh	·	·	·	7	1
miR122 inh	11	-13[16.7 µM]	-1	-8	·

6	CC(C)(C)OC(=O)C[C@@H]1C/C=C\C[C@@H](CC(=O)NCCO)C(=O)NC[C@@H](c2ccccc2)OC1=O
7	CCOc1ccc(Nc2nc(-c3cccnc3)cs2)cc1
8	O=C1CCC(C(=O)N2CCSCC2)CN1CCc1ccccc1 (stereo not drawn)
9	COc1ccc(NC(=O)N[C@H]2CC[C@H](CCNC(=O)CCN3CCCCC3)O[C@H]2CO)cc1
10	CN1CCN(CC#CCC(O)(c2ccccc2)C2CCCC2)CC1 (stereo not drawn)
entry no.	6	7	8	9	10
PGC1a acetyl inh	·	-11	-3	6	1
PglD inh	-3	1	0	0	-1
Cneo AK release	4	0	-1	-10	3
GSIS activator	-1	23	4	3	·
F508del corr	0.0	-3.6	-1.3	-2.1	·
C2C12 statin	-1	-21	2	-10	-22
FN deposition inh	-13	7	1	2	·
miR122 inh	1	7	-8	4[16.7 µM]	1

11	COc1ccccc1N1C(=O)CC(Sc2ncccc2C(=O)O)C1=O (stereo not drawn)
12	Cc1nn(C)cc1NC(=O)C[C@H]1CC[C@H]2[C@@H](COc3ccc(NC(=O)NC(C)C)cc3C(=O)N2C)O1
13	COc1ccc(S(=O)(=O)Nc2ccc3c(c2)C(=O)N([C@H](C)CO)C[C@H](C)[C@H](CN(C)Cc2ccc(C(=O)Nc4ccccc4N)cc2)O3)cc1
14	CN(CCC1CCOCC1)C(=O)CC1C(=O)NCCN1Cc1cccc(F)c1 (stereo not drawn)
15	O=C(c1cc(Cl)ccc1F)N1CCCC(Nc2ccc3c(c2)OCCO3)C1 (stereo not drawn)
entry no.	11	12	13	14	15
PGC1a acetyl inh	-3	-6	9	·	-2
PglD inh	-6	4	0	-5	5
Cneo AK release	6	3	-3	7	-2
GSIS activator	·	-7	25	-13	15
F508del corr	·	-1.0	-2.6	-1.6	-2.5
C2C12 statin	4	-5	·	-5	-6
FN deposition inh	·	2	·	8	-5
miR122 inh	-1	17[16.7 µM]	9[16.7 µM]	·	-6

16	CCn1c(=O)c2cc(C(=O)Nc3ccccc3OC)sc2c2ccccc21
17	CCCNC(=O)N(C)C[C@H]1Oc2cc(-c3cccnc3)ccc2S(=O)(=O)N([C@H](C)CO)C[C@@H]1C
18	COc1ccccc1C(=O)NC(=O)COC(=O)c1oc2ccccc2c1C
19	CSc1nc(NCC(C)C)c2c3c(sc2n1)CN(C)CC3
20	COCCCN1C(=O)c2ccc(C(=O)N3CCN(c4ccccc4OC)CC3)cc2C1=O
entry no.	16	17	18	19	20
PGC1a acetyl inh	5	-10	4	·	-2
PglD inh	1	-3	-7	-6	-4
Cneo AK release	1	2	-1	-2	1
GSIS activator	8	-1	9	·	4
F508del corr	-0.1	-0.1	-0.7	·	-1.0
C2C12 statin	·	-4	3	-5	0
FN deposition inh	-3	·	4	·	-17
miR122 inh	·	8[16.7 µM]	4	-8	-7

Compounds shown so far with an aryl thioether with sulfur outside any ring, in the order listed:
11	COc1ccccc1N1C(=O)CC(Sc2ncccc2C(=O)O)C1=O (stereo not drawn)
19	CSc1nc(NCC(C)C)c2c3c(sc2n1)CN(C)CC3
entry no.	11	19
PGC1a acetyl inh	-3	·
PglD inh	-6	-6
Cneo AK release	6	-2
GSIS activator	·	·
F508del corr	·	·
C2C12 statin	4	-5
FN deposition inh	·	·
miR122 inh	-1	-8

The list goes on.
21	CCOC(=O)c1sc(NC(=O)c2ccc(C)s2)cc1C
22	CN(CCCNC(=O)c1nn(C)c2c1CS(=O)(=O)c1ccccc1-2)Cc1ccccc1
23	OCC[C@H]1C[C@H](O)[C@@H](O)[C@]2(OCCc3ccccc32)O1
24	CCn1c(NC(=O)C(C)C)c(-c2ccccc2)c(=O)c2ccccc21
25	CCCNC(=O)N1[C@@H]2CN(C(=O)CC)c3ccccc3[C@@H]2[C@@H]1CO
entry no.	21	22	23	24	25
PGC1a acetyl inh	-4	7	-21	-12	1
PglD inh	-2	·	0	4	-1
Cneo AK release	4	·	13	-3	-2
GSIS activator	·	10	·	9	7
F508del corr	·	-0.3	-1.9	-0.1	1.8
C2C12 statin	·	8	2	·	-7
FN deposition inh	·	1	14	-5	·
miR122 inh	-2	-1	-7	-1	-17[16.7 µM]

Other results follow:
Sequence of screens: PGC1a acetyl inh	PglD inh	Cneo AK release	GSIS activator	F508del corr	C2C12 statin	FN deposition inh	miR122 inh
26	CC(Sc1nncs1)C(=O)NCc1ccc2c(c1)OCO2 (stereo not drawn)
→ 31	-7	3	·	·	4	·	-13
27	Cc1cccc(C(=O)N2CCCC(N3CCN(Cc4ccc5c(c4)OCO5)CC3)C2)n1 (stereo not drawn)
→ ·	1	0	-4	1.1	6	2	-3
28	Cc1cc(C)nc(SCC(=O)OCC(=O)Nc2ccccc2)n1
→ 4	-4	-1	-4	2.0	0	5	-1
29	CCN(CC)C(=O)[C@H]1C[C@H](CC(=O)NCc2ccco2)C(=O)N2CCc3c([nH]c4ccc(Cl)cc34)[C@]12C
→ -1	-2	23	-19	-1.4	-7	2	-11
30	O=C(COC(=O)c1ccccc1)Nc1ccccc1N1CCOCC1
→ 7	4	-1	11	·	-5	·	1
31	CCOC(=O)/C=C/c1ccc2c(c1)S(=O)(=O)N(Cc1ccc(OC)cc1)[C@H]2CC(=O)OCC
→ 1	0	-1	6	-1.0	17	-14	7
32	Cn1cc(SCC(=O)NCC2CCCO2)c2ccccc21 (stereo not drawn)
→ ·	-2	2	·	0.0	-1	-8	·
33	COC(=O)[C@]1(Cc2ccccc2)N[C@H](CN(C)S(=O)(=O)c2ccc(C)cc2)[C@@H]2C(=O)N(Cc3ccccc3)C(=O)[C@@H]21
→ 8	-1	0	31	0.7	-29	8	1
34	CNC(=O)CN(c1ccc(C(C)C)cc1)S(C)(=O)=O
→ -7	1	1	·	·	·	-1	-6
35	Cc1cc(Cl)ccc1C(=O)C1CCCN(C(=O)c2cccnc2C)C1 (stereo not drawn)
→ -13	1	-2	3	0.8	6	-2	8
36	Cc1ccc(S(=O)(=O)Nc2cccnc2Oc2ccc(Cl)cc2)cc1
→ -3	·	·	-19	3.6	·	-17	·
37	Cc1ccc2nc(-c3ccc4c(c3)OCCO4)cc(C(=O)O)c2c1
→ 5	-8	-9	·	·	-4	·	-5
38	Cc1ccc(C)c(N2CCN(C3CCCC(C)C3)CC2)c1 (stereo not drawn)
→ 1	9	1	18	-3.3	-1	-3	1
39	Cc1noc(C)c1NC(=O)Nc1cccc2c1O[C@@H](CN(C)C(=O)Nc1ccc(F)cc1)[C@@H](C)CN([C@H](C)CO)C2=O
→ -8	·	·	-3	2.5	·	·	-1[16.7 µM]
40	O=C(C[C@H]1CC[C@@H]2[C@H](COC[C@@H](O)CN2Cc2nccs2)O1)NCc1ccccc1
→ 1	-3	-1	6	-1.6	13	-9	4[16.7 µM]
41	Cc1cccc(NC(=O)c2nc[nH]c2C(=O)NCCCCNC(=O)c2[nH]cnc2C(=O)Nc2cccc(C)c2)c1
→ ·	-1	5	-6	2.2	-19	11	-2
42	CC(=O)N1[C@@H](CO)[C@H](c2ccccc2)[C@@H]1CN(C(=O)c1ccccc1)C(C)C
→ -2	0	2	-10	1.4	4	·	-6[16.7 µM]
43	CC1(c2ccccc2)NC(=O)N(CC(=O)NCc2cccc(Cl)c2)C1=O (stereo not drawn)
→ ·	3	1	-17	1.6	0	0	4
44	COc1ccc(S(=O)(=O)N2CCc3ccccc3C2)cc1C(=O)O
→ 0	-1	3	16	1.3	0	2	·

Among those listed so far, these contain an aryl methoxy group:
Sequence of screens: PGC1a acetyl inh	PglD inh	Cneo AK release	GSIS activator	F508del corr	C2C12 statin	FN deposition inh	miR122 inh
4	COc1cccc(C(=O)NC2(C(F)(F)F)N=C3SCCN3C2=O)c1 (stereo not drawn)
→ ·	8	7	·	·	·	7	-8
9	COc1ccc(NC(=O)N[C@H]2CC[C@H](CCNC(=O)CCN3CCCCC3)O[C@H]2CO)cc1
→ 6	0	-10	3	-2.1	-10	2	4[16.7 µM]
11	COc1ccccc1N1C(=O)CC(Sc2ncccc2C(=O)O)C1=O (stereo not drawn)
→ -3	-6	6	·	·	4	·	-1
13	COc1ccc(S(=O)(=O)Nc2ccc3c(c2)C(=O)N([C@H](C)CO)C[C@H](C)[C@H](CN(C)Cc2ccc(C(=O)Nc4ccccc4N)cc2)O3)cc1
→ 9	0	-3	25	-2.6	·	·	9[16.7 µM]
16	CCn1c(=O)c2cc(C(=O)Nc3ccccc3OC)sc2c2ccccc21
→ 5	1	1	8	-0.1	·	-3	·
18	COc1ccccc1C(=O)NC(=O)COC(=O)c1oc2ccccc2c1C
→ 4	-7	-1	9	-0.7	3	4	4
20	COCCCN1C(=O)c2ccc(C(=O)N3CCN(c4ccccc4OC)CC3)cc2C1=O
→ -2	-4	1	4	-1.0	0	-17	-7
31	CCOC(=O)/C=C/c1ccc2c(c1)S(=O)(=O)N(Cc1ccc(OC)cc1)[C@H]2CC(=O)OCC
→ 1	0	-1	6	-1.0	17	-14	7
44	COc1ccc(S(=O)(=O)N2CCc3ccccc3C2)cc1C(=O)O
→ 0	-1	3	16	1.3	0	2	·
